Source: PubChem BioAssay (several laboratories)
TbHK1 inh – T. brucei hexokinase 1 inhibition | inhibition, % at 10 µM | hit rate 0.11% among 220,000 | recombinant TbHK1, G6PDH-coupled NADH A340;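 active = inhibition of 50% or more in the single-dose primary screen; inactive = inhibition below 50%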
Ba/F3 V617F tox – lowers viability of Ba/F3 cells expressing EpoR and JAK2V617F. hit rate 1.1% among 220,000. inhibition, % at 5.6 µM. ATP luminescence;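 active = inhibition above the campaign mean plus 3 SD over all tested compounds, cut at about 24% in these data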;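 also: cytokine-independent growth of Ba/F3 cells driven by EpoR plus mutant JAK2; 0% = DMSO-treated cells and 100% = JAK inhibitor I control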
Furin inh – inhibitors of human furin. inhibition, % at 30 µM. purified furin, fluorogenic substrate cleavage. P09958. hit rate 0.061% among 220,000; in the data active = inhibition above about 25%; also: inactives centre near -15
p97 ATPase inh – inhibitors of human p97 ATPase | hit rate 0.42% among 220,000 | recombinant p97 ATPase, Kinase-Glo ATP luminescence, 3 h | P55072 | inhibition, % at 8 µM; in the data active = inhibition above about 15%;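 also: 0% = DMSO vehicle and 100% = wells lacking enzyme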
BaF3 parental – parental Ba/F3 viability inhibition as JAK2V617F counter-screen. CellTiter-Glo ATP luminescence. inhibition, % at 5.6 µM. hit rate 1.1% among 220,000. AID 1486;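 active = inhibition above a per-campaign cutoff, the mean inhibition of all tested compounds plus 3 SD, cut at about 27% in these data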;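 also: 0% = DMSO wells and 100% = JAK Inhibitor I control wells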
p47phox inh – blocks human p47phox regulatory protein of NADPH oxidases | P14598 | p47phox/p22phox peptide binding, fluorescence polarization, 2 h | AID 1274 | inhibition, % at 24.7 µM | hit rate 0.53% among 220,000;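 active = inhibition above about 30%, limit read from the data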;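 also: 0% = p47phox with labelled peptide and 100% = labelled peptide alone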
Target sequence (P14598 whole entry, looked up): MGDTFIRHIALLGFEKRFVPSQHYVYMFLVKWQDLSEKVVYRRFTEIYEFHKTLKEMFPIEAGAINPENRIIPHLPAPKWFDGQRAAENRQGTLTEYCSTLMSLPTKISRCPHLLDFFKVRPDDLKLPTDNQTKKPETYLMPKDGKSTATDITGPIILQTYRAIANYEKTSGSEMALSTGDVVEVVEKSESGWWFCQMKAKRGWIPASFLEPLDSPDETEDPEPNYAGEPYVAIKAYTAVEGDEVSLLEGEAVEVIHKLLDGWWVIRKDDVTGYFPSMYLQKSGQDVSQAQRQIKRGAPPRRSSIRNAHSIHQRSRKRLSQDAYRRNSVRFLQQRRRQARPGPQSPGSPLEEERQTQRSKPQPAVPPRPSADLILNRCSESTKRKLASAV
PPC-1+TRAIL kill – PPC-1 cancer cell killing with TRAIL present. PPC-1 cells + TRAIL, ATPLite viability luminescence. cell killing (% activity), % at 4 µM. hit rate 0.41% among 220,000. AID 1443;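 active = cell killing above 50% in the first pass at 4 µM, then a duplicate retest at 5 µM averaging 50% or more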;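 also: plate controls were cells with TRAIL plus DMSO for no effect and medium-only wells lacking cells for full effect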
PGE2 EP2 inh – inhibitors of human EP2 prostaglandin E2 receptor. C6 glioma cells expressing human EP2, cAMP TR-FRET; cells stimulated with saturating PGE2. P43116. hit rate 0.52% among 260,000. inhibition, % at 25 µM;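 active = percent inhibition above 40 after rounding to a whole number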;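 also: rat C6 glioma host cells with rolipram phosphodiesterase inhibitor present; the protocol text gives 20 µM as final concentration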
Target sequence (P43116 whole entry, looked up): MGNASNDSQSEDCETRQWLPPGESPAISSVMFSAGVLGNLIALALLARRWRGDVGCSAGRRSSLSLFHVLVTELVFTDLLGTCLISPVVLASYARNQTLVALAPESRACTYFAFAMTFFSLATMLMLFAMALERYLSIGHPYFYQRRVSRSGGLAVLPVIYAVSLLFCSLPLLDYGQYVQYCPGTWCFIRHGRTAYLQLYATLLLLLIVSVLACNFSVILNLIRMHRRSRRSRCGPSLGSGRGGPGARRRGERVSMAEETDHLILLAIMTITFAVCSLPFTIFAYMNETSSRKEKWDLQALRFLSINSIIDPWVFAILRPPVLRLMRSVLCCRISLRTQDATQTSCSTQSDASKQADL
RBBP9 inhibitor – human RBBP9 hydrolase inhibition | O75884 | inhibition, % at 7.94 µM | hit rate 0.2% among 220,000 | AID 1515 | recombinant RBBP9, FP-Rh probe fluorescence polarization;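 active = inhibition above the campaign mean of all tested compounds plus 3 SD, cut at about 14% in these data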;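 also: plate controls were DMSO wells with RBBP9 for no effect and wells lacking RBBP9 protein for full effect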
Target sequence (O75884 whole entry, looked up): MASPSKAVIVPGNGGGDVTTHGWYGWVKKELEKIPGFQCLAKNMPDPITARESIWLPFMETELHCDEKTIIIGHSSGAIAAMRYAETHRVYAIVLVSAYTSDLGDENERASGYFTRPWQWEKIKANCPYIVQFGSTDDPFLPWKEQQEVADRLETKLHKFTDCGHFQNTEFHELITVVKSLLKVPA
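Test system: recombinant human RBBP9. Quantity: 2.5 µM RBBP9 dispensing solution, before mixing. Detection: FP readout at 525/598 nm. Reagent: Serine-hydrolase probe FP-Rh, 375 nM pre-mixing. Measure: % inhibition. Control set: DMSO-treated enzyme wells and wells lacking RBBP9. Buffer or medium: Tris-NaCl-Pluronic buffer, pH 8.0. Times: preincubation 30 min plus labeling 45 min at 25 °C.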
An asterisk follows results filed as active; nt = no result given; & = joins results of further samples; [ ] = another dose, or the depositor's remark. The list is partial; the hit share may differ from the screen's.

nr	Compound	TbHK1 inh	Ba/F3 V617F tox	Furin inh	p97 ATPase inh	BaF3 parental	p47phox inh	PPC-1+TRAIL kill	PGE2 EP2 inh	RBBP9 inhibitor
1	CCCN(CC(=O)Nc1ccc(OC)c(OC)c1)CC(=O)Nc1ccc(F)c(F)c1F	-4	-3	-26	0	6	-4	19	7	-4
2	N#Cc1cc(N2CCCCC2)c([N+](=O)[O-])cc1C#N	8	-1	-10	3	6	-181	13	5	-1
3	COc1ccc(Cl)cc1NC(=S)Nc1cccnc1	-5	-1	-14	0	4	-15	9	8	-3
4	S=c1[nH]nc(COc2ccccc2)n1/N=C/c1cccnc1	12	-1	-18	0	6	-13	15	18	-7
5	Cc1ccccc1OCc1nnc(SCC(=O)Nc2ccc3c(c2)OCO3)n1C	-2	-5	-4	8	-4	-21	2	6	-6
6	CN(CC(=O)NC1CCCCCCC1)S(=O)(=O)c1cccc2cccnc12	-9	3	-16	-4	8	-7	-8	15	-3
7	COCc1nn2c(N)c(C#N)cnc2c1-c1ccccc1	-9	-2	-21[20 µM]	3	3	-3	3	8	-2
8	COCc1nc(-c2ccc(-c3ccc(OC)cc3)nc2OC)no1	-24	-1	-75	-1	3	-18	-5	9&10	-3
9	CC1CCCCN1C(=O)Cn1nnc(-c2cccnc2)n1 (stereo not given)	5	-2	-20[20 µM]	2	-2	-10	13	9	-8
10	C=C1CCN(Cc2ccccc2)S(=O)(=O)c2ccccc21	0	nt	-23	nt	nt	-22	7	10	nt
11	CCCCCOC(=O)CSc1nnc(-c2cc(OC)c(OC)c(OC)c2)o1	6	3	-3	-9	6	31*	-12	4	-4
12	Cc1ccc(S(=O)(=O)NCC(=O)N(CC(=O)NCc2ccco2)Cc2cccs2)cc1	-1	-1	-10[20 µM]	4	8	-1	8	6	-3
13	Cc1ccc(OCC(=O)NNC(=O)Cn2nnc(-c3ccccc3)n2)cc1	-1	5	-21	1	8	4	-18	5	-9
14	Cc1[nH]c2ccccc2c1C(O)c1ccncc1 (stereo not given)	-4	2	-21	-3	7	3	8	4	-10
15	Cc1ccnc(NC(=O)C(C)N2C(=O)c3ccccc3C2=O)c1 (stereo not given)	-5	4	-19	1	8	-12	4	6	-4
16	CCOP(=O)(OCC)C(NC(=O)c1ccc(OC)c(OC)c1)c1ccccc1 (stereo not given)	0	12	-12	3	3	3	4	4	2
17	COc1ccc2c(c1)C(=O)OC2CC(=O)O (stereo not given)	-4	-4	-10	4	2	2	-6	8	0
18	COc1cc(C(=O)NCC(c2cccnc2)N2CCN(c3ccc(F)cc3)CC2)cc(OC)c1OC (stereo not given)	-6	4	-11	1	10	-4	11	6	2
19	COc1ccc(C(=O)/C(=C\c2sccc2C)c2nc3ccccc3o2)cc1	0	5	-6	-2	4	-7	-9	7	-16
20	S=C(NCCCN1CCOCC1)Nc1ccc(Cl)cc1	31	-3	-7	0	4	-5	-9	3	-6
21	COc1cccc(NC(=O)Cn2cc(C#N)c3ccccc32)c1	5	-4	-23[20 µM]	0	-1	-11	-1	14	0
22	CCC(C)n1[nH]c(=O)c2c(C)cc(C)nc21 (stereo not given)	-5	6	-14[20 µM]	-1	11	-22	11	12&7	4
23	CC(C)Cc1nc2oc3c(N4CCN(CCO)CC4)ncnc3c2c2c1CCCC2	-19	2	-18	2	6	-9	0	10	5
24	NNC(=O)CNc1cccc(Br)c1	6	-1	-24	-2	3	1	7	6&10	-5
25	Cc1noc(/C=C/c2cccs2)c1S(=O)(=O)N1CCC(C(=O)NCCCN2CCC(C)CC2)CC1	-28	-1	-11	-2	3	-21	0	2	-13
26	COc1ccc(OCC(=O)N/N=C/C2CC=CCC2)cc1 (stereo not given)	-3	3	-31	2	5	-3	20	11	-5
27	CC(=O)c1cccc(Nc2c([N+](=O)[O-])c(=O)oc3ccccc23)c1	-21	-1	-21	3	0	4	8	7	-7
28	COc1cc(/C=C/C(=O)OCC(=O)N2CCC(Cc3ccccc3)CC2)ccc1O	-19	2	7	-1	7	-26	26	11	-1
29	Cc1nc2sc3c(c2c2nnc(SCC(=O)NCc4ccco4)n12)CCCC3	-6	-1	-17[20 µM]	-1	4	-21	20	11	-7
30	CCC(C)Nc1nc(CN2CCOCC2)nc2sc3c(c12)CCC3 (stereo not given)	-3	1	-10[20 µM]	0	4	0	10	7	-8

3 entries from above, in transposed form:
[21] COc1cccc(NC(=O)Cn2cc(C#N)c3ccccc32)c1
[22] CCC(C)n1[nH]c(=O)c2c(C)cc(C)nc21 (stereo not given)
[23] CC(C)Cc1nc2oc3c(N4CCN(CCO)CC4)ncnc3c2c2c1CCCC2
entry no.	21	22	23
TbHK1 inh	5	-5	-19
Ba/F3 V617F tox	-4	6	2
Furin inh	-23[20 µM]	-14[20 µM]	-18
p97 ATPase inh	0	-1	2
BaF3 parental	-1	11	6
p47phox inh	-11	-22	-9
PPC-1+TRAIL kill	-1	11	0
PGE2 EP2 inh	14	12&7	10
RBBP9 inhibitor	0	4	5

The list continues.
nr	Compound	TbHK1 inh	Ba/F3 V617F tox	Furin inh	p97 ATPase inh	BaF3 parental	p47phox inh	PPC-1+TRAIL kill	PGE2 EP2 inh	RBBP9 inhibitor
31	O=C(N/N=C/c1cc(Br)c(O)c(Br)c1)c1cccc(C(F)(F)F)c1	-36	-2	-20	4	1	-3	16	12	-1
32	O=C(N/N=C/c1ccccc1OC(F)F)c1cc(-c2ccncc2)nc2ccccc12	-1	4	-27	3	9	-15	6	20	2
33	CCc1ccc(C2=NN(S(C)(=O)=O)C(c3cccs3)C2)cc1 (stereo not given)	-7	-1	-10[20 µM]	-1	8	-167	20	1	-3
34	CNS(=O)(=O)c1cccc(C(=O)OCc2cc(=O)n3cc(Br)ccc3n2)c1	18	-1	-17	1	2	-10	18	13	-6
35	CC1Cc2cc(-c3csc(NC(=O)Cc4ccccc4)n3)ccc2N1S(C)(=O)=O (stereo not given)	1	1	-15[20 µM]	0	6	-23	35	4	-17
36	COc1ccc(C2CC(c3cc(Br)ccc3F)n3nnnc3N2)cc1 (stereo not given)	2	-3	-6	-1	9	-8	16	9	3
37	CCS(=O)(=O)c1nc(S(=O)(=O)c2ccc(C)cc2)c(NCc2ccccn2)s1	-13	-8	-19	5	2	-2	2	2	-7
38	O=c1nc2n(c3sc4c(c13)CCCC4)C(CBr)CS2 (stereo not given)	-2	-1	-31[20 µM]	0	-1	3	-1	4	-12
39	O=[N+]([O-])c1ccc2ccn(C3OCC(O)C(O)C3O)c2c1 (stereo not given)	-15	-2	-15	1	3	3	11	3	-5
40	CCOC(=O)N/N=C/c1ccc(F)cc1F	-6	-1	-21	0	3	-22	19	14	-3
41	COc1ccc(C2=NN(CC(=O)Nc3ccccc3C)C(=O)CC2)cc1	-4	-1	-12	2	57*	-8	14	4	-1
42	CCOc1cc(C(=O)NCCOC)ccc1OC	6	-3	-12[20 µM]	3	0	-8	8	9	3
43	CC1(C)CC(=O)C(C=Nc2cc(C(=O)c3ccccc3)ccc2N)=C(O)C1	-29	-1	9	-1	4	-11	3	4	1
44	CC1CN=C(N(Cc2ccccc2)C(=O)Nc2ccccc2)S1 (stereo not given)	1	-4	-11[20 µM]	4	3	-7	3	11	3
45	Cn1cccc1/C=C1\CCc2ccccc2C1=O	7	13	0	-43	11	-7	8	6	-6
46	c1ccc(C(CN2CCOCC2)c2ccccc2)cc1	-2	-1	-20	-6	3	6	38	8	-5
47	Cc1ccc(N2C(=S)NC3c4cc(Cl)ccc4OC2(C)C3C(=O)N(C)C)cc1 (stereo not given)	-7	-5	-23	4	3	-5	-8	10	3
48	C/C(=N\OC(=O)NC1CCCCC1)c1sc(-c2ccccc2)nc1C	-16	1	3[20 µM]	-8	3	-5	14	8	-6
49	COc1ccc(NC(=O)COC(=O)Cc2ccc(-c3ccccc3)cc2)c(OC)c1	-4	-2	-23	-2	3	-10	18	4	-8
50	COC(=O)C1C(O)=C(C=Nc2ccccc2)C(=O)CC1(C)C (stereo not given)	-9	-1	9	0	-2	3	6	-1	4
51	O=C(CN1CCN(c2ccc(F)cc2)CC1)Nc1nnc(-c2ccccc2)s1	-13	3	-5	1	7	-23	0	10	-1
52	Cc1ccc(OCc2nnc(SCC(=O)NCc3ccccc3)n2C)cc1	3	-2	-22	0	5	-6	11[5 µM]	13	-1
53	O=C(O)c1ccc2c(c1)C(=O)N(c1cc(C(=O)O)ccc1Br)C2=O	8	-5	-18	5	-1	-10	8	1	-6
54	CC(C)(C)CC(=O)OCC(=O)Nc1cc(C(C)(C)C)nn1-c1ccccc1	5	-1	-15[20 µM]	1	5	-6	6	0	1
55	CC(=Nc1cccc(O)c1)c1sc2ccccc2c1O	-10	1	-8[20 µM]	6	3	-2	35	16	2
56	O=C(CN1C(=O)S/C(=C\c2ccc(Cl)cc2)C1=O)NNC(=O)c1ccccc1O	-1	-3	-15	4	2	49*	2	16	-8
57	CCOC(=O)c1sc2nc(CC(=O)OC)nc(NCc3ccco3)c2c1C	-20	1	-23[20 µM]	-1	4	-27	-4	15	1
58	Cc1[nH]c2ccccc2c1C(c1ccncc1)N1CCN(c2ccccc2F)CC1 (stereo not given)	0	3	3	-6	12	0	12	7	-6
59	COc1ccc2cc(C(=O)Nc3ccc(Cl)cc3)sc(=O)c2c1OC	-4	3	-19	3	6	-63	5	3	2
60	CCOC(=O)c1ccccc1Cc1nc2ccccc2c(=O)[nH]1	-12	0	-17	-1	3	-3	9	18	-8
61	O=C1CC(NNc2nc3ccccc3s2)C(=O)N1c1ccccc1 (stereo not given)	2	0	-11[20 µM]	2	-2	-10	5	14	-3
62	NC(=O)CC(NC(=O)Cc1cccc2ccccc12)c1ccc(NCc2ccccc2)c([N+](=O)[O-])c1 (stereo not given)	5	nt	-30	nt	nt	13	30	12	nt
63	COc1cc2c(cc1OC)CN(CC(=O)Nc1ccc(S(=O)(=O)N(C)C)cc1)CC2	-1	-4	-20	2	1	-4	12	8	-3
64	CNc1oc(C)nc1S(=O)(=O)c1ccc(C)cc1	-6	-1	-15	5	2	-11	8	nt	-5
65	CS(=O)(=O)c1cnc(-c2ccccc2)nc1Oc1ccc(F)cc1	-5	-2	-28[20 µM]	-1	6	-4	32	13	2
66	CN1OC(c2ccccc2)=C(CO)C1c1ccccc1 (stereo not given)	-1	-1	-16	3	5	-9	3	4	-5
67	Nn1c(Cc2cccc3ccccc23)nnc1SC1CCOC1=O (stereo not given)	2	3	-23	-5	9	-15	14	8	-7
68	CCc1ccc(S(=O)(=O)NCCc2cn3cccc(C)c3n2)s1	-4	2	-10	4	4	-1	13	4	-8
69	CN(C)C(CNc1ncnc2sccc12)c1cccs1 (stereo not given)	-8	1	-11	4	4	-16	-5	4	-2
70	CC(C)n1c(NCc2cc(Cl)ccc2O)nc2ccccc21	-6	1	-19	-5	13	3	-10	10	-10
71	COc1ccc(N=C2SC(C(=O)Nc3ccc(C(=O)O)cc3)CC(=O)N2Cc2cccs2)cc1 (stereo not given)	-5	-2	-21	2	3	20	-4	11	-4
72	Cc1cc2cccc(C)c2nc1SCC(=O)NNC(=O)c1ccco1	-16	-2	-23	3	-2	4	-16	12	-4
73	CCC(C)(C)NC(=O)C(c1ccccc1F)N(Cc1ccco1)C(=O)c1csnn1 (stereo not given)	0	-3	-16	3	1	-4	-10	15	-2
74	O=C(Nc1ccccc1NC(=O)c1ccco1)c1ccco1	-3	-1	-25	4	-1	-15	16	2	-9
75	Cn1c(=O)cc(OCCCC(=O)NCc2ccc(F)cc2Cl)c2ccccc21	-11	-1	-26	2	6	5	7	14	-6
